INS-1E GSIS act: primary screen for activators of insulin secretion dependent on glucose, INS-1E cells, GLuc reporter luminescence; INS-1E GLuc reporter insulin secretion, 2-3 h; 0.61% of 370,000 active; activation, % at 16.6 µM;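 active = lowest replicate activation of at least 40%, so every replicate reaches that level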;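 note: 0% = median of neutral control wells and 100% = median of IBMX positive control wells; some compounds called inactive have numbers as strong as hits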
miR122 inh: inhibitors of miR-122 in Huh7 cells. Huh7 miR-122 Renilla luciferase sensor, 48 h; neutral wells = 0, positive control = 100. activation (reporter increase), % at 12.5 µM. 0.3% of 340,000 active. AID 602342;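 active = mean replicate activation score at least 90 and every replicate individually at or above 90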;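 note: higher luciferase means less miR-122 activity so hits act as miR-122 inhibitors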
F508del corr: CFTR F508del correction in bronchial cells; CFBE cells, YFP halide quenching; stimulated with forskolin plus potentiator P3; % fluorescence drop versus neutral controls; activity (quench increase), % at 7.58 µM; 0.36% of 350,000 active; AID 720511;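 active = mean added fluorescence quench of at least 8% versus neutral control, with both replicates also reaching 8%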;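 note: cells transiently co-express mutant CFTR-F508del with the halide-sensitive YFP; corrector assay measuring rescue of mutant channel to the surface after 24 h compound exposure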
PglD inh: blocks C. jejuni PglD acetyltransferase activity; inhibition, % at 12.5 µM; 0.098% of 360,000 active; purified PglD enzyme, DTNB colorimetric CoA detection; in the data active = inhibition above about 16%, passing the limit was not always enough; note: strong numbers were not always called active
PGC1a acetyl inh: modulators of PGC1a acetylation; U2OS PGC1a acetylation, AlphaScreen anti-acetyl-lysine; with virally co-expressed GCN5 acetyltransferase; AID 651687; 0.17% of 350,000 active; inhibition, % at 15.6 µM;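 active = every replicate shows inhibition of at least 40%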;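 note: 0% = neutral control wells and 100% = positive control wells; some results beyond the cut were filed as inactive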
Cneo AK release: causes C. neoformans cell lysis | 0.2% of 360,000 active | lysis activity, % at 15 µM | adenylate kinase release luminescence, 4 h; normalised: neutral wells 0, clomiphene wells 100;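 active = mean lysis activity across replicates of at least 80%, whatever share of replicates individually reach that level; inactive = mean lysis activity below 80%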
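Assay system: log-phase C. neoformans yeast / Quantity: yeast cell density of 5 × 10^6 cells/mL / Medium: fresh YPD growth medium / Compound: single dose / Timing: static 4 h at 37 °C with compound, 1 h detection / Measured by: adenylate kinase release luminescence / Read-out: lysis from increased AK signal / Benchmarks: Clomiphene as positive lysis control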
C2C12 statin: suppressors of simvastatin-induced myotoxicity in C2C12 myotubes; ATP luminescence, 48 h; scaled: DMSO 0, geranylgeraniol control 100; rescue of ATP level, % at 7.49 µM; 0.78% of 330,000 active;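 active = mean ATP rescue above about 67%, or every replicate alone reaching that limit, limit read from the data, passing the limit was not always enough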;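 note: myotubes were challenged with 10 µM simvastatin during compound exposure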
FN deposition inh: fibronectin deposition inhibition; AH1F fibroblasts, Alexa488-fibronectin deposition fluorescence, overnight; inhibition, % at 12.6 µM; 0.086% of 350,000 active; AID 743247;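 active = mean inhibition across replicates of 30% or more, regardless of how many single replicates reach that level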;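 note: positive control wells lacked labelled fibronectin entirely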
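test system = AH1F fibroblasts assembling fluorescent fibronectin matrix | quantity = 10000 AH1F cells per well | buffer or medium = DMEM plus 2% serum, read in PBS | doses = single dose, pinned | incubation = 1 h cell attachment, overnight exposure to compound and label | detection = fluorescence at 485 nm excitation, 525 nm emission | read-out basis = inhibition from reduced deposited-fibronectin fluorescence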
Active calls of the source: *; x = no result given; [ ] = remark or other dose.

Under each structure – INS-1E GSIS act | miR122 inh | F508del corr | PglD inh | PGC1a acetyl inh | Cneo AK release | C2C12 statin | FN deposition inh
COc1ccccc1OCCn1c(C(C)O)nc2ccccc21 (stereo unspecified)
 : x | -4 | x | -15 | -57 | -2 | 3 | 5
O=C1CN(C(=O)c2ccco2)C(c2ccccc2)c2cc(Cl)ccc2N1 (stereo unspecified)
 : -13 | -2 | x | 6 | 2 | 0 | 31 | x
CCCn1c(CN2CCN(C(=O)c3ccco3)CC2)nc2c1c(=O)n(C)c(=O)n2C
 : 12 | x | -0.1 | 6 | x | -6 | -5 | -9
CCCOC(=O)CCn1c(=S)oc2ccccc21
 : x | -6 | x | -7 | 3 | -5 | -11 | 8
COc1ccccc1C(=O)Nc1cccc2cccnc12
 : 2 | x | -7.0 | -1 | x | -1 | -26 | -1
COCCc1nc2ccc(C(=O)NCc3cccc(-n4cccn4)c3)cc2o1
 : -9 | 0 | 0.3 | 4 | -9 | -1 | -18 | 4
C[C@@H]1CN([C@H](C)CO)C(=O)c2cccc(NC(=O)C3CC3)c2O[C@H]1CN(C)Cc1ccc(C(=O)O)cc1
 : 6 | 34[16.7 µM] | 2.0 | -55 | 13 | 97* | 0 | x
CC(C)(C)c1ccc(C(=O)NCC(=O)OCC(=O)N2CCN(S(=O)(=O)c3ccc(Cl)cc3)CC2)cc1
 : -4 | -14 | -2.5 | 0 | -2 | -10 | -3 | x
COC(=O)c1c(NC(=O)CN2CCN(C(=O)c3ccco3)CC2)c2c(C)cccc2n1C
 : x | 3 | x | -1 | 23 | -2 | 6 | x
CCN(CC(=O)Nc1sc2c(c1C#N)CCC(C)C2)CC(=O)NC1CCS(=O)(=O)C1 (stereo unspecified)
 : -22 | -5 | -1.2 | 0 | 2 | 1 | -1 | 2
COc1ccc(NC(=O)C2CCCN(C(=O)Nc3ccc(OC)cc3)C2)cc1 (stereo unspecified)
 : 5 | x | -1.9 | -3 | x | -2 | 17 | -2
O=C(Cn1cc(C(=O)C2CC2)c2ccccc21)NC1CCCC1
 : x | 2 | x | -2 | 0 | -7 | -1 | 4
O=C(CSc1nnc(NC(=O)c2ccco2)s1)NCc1ccc2c(c1)OCO2
 : 6 | x | -3.0 | x | 2 | x | x | -9
O=C(Nc1cc(-c2nc3ncccc3o2)ccc1Cl)c1cccs1
 : -13 | x | -1.5 | x | x | -3 | x | -1
O=C(C[C@@H]1C/C=C\C[C@@H](Cc2ccc(F)cc2)C(=O)OC[C@@H](Cc2c[nH]c3ccccc23)NC1=O)NCCO
 : -6 | -6 | 2.7 | 0 | -2 | 0 | 7 | -16
CCOc1cc(/C=N/NC(=O)CCn2nnc3ccccc32)ccc1O
 : 78* | x | 1.7 | x | 3 | x | x | -4
C[C@@H]1CN([C@@H](C)CO)C(=O)c2cc(-c3ccc(C(=O)N(C)C)cc3)cnc2O[C@@H]1CN(C)C(=O)CN(C)C
 : -6 | -3[16.7 µM] | -1.1 | -2 | 3 | 5 | 12 | x
O=C1C=C(c2cc3ccccc3s2)C[C@@H](c2ccc(F)cc2)C1
 : 9 | -3 | 0.5 | -2 | -2 | 2 | 0 | 0
O=C1Nc2ccccc2SC1c1ccccc1Cl (stereo unspecified)
 : -5 | x | 2.9 | 2 | 3 | -2 | 5 | 3
NNC(=O)/C(=C/c1cccs1)NC(=O)c1ccccc1Cl
 : -4 | 1 | -0.2 | 1 | -5 | 1 | -4 | 1

More records follow:
Under each structure – INS-1E GSIS act | miR122 inh | F508del corr | PglD inh | PGC1a acetyl inh | Cneo AK release | C2C12 statin | FN deposition inh
O=C(CCN1CCCCC1=O)NC1CCCc2c1cnn2-c1ccccc1F (stereo unspecified)
 : -5 | 4 | -1.8 | 4 | -9 | 3 | 0 | -4
Cc1nnc(N/N=C/c2ccccn2)[nH]c1=O
 : 10 | 4 | -8.1 | -2 | 16 | -1 | x | 4
C[C@H]1CN([C@@H](C)CO)C(=O)Cc2cc(NC(=O)Nc3ccc4c(c3)OCO4)ccc2O[C@H]1CN(C)Cc1ccc(C(=O)Nc2ccccc2N)cc1
 : -5 | x | 1.2 | x | 10 | x | x | 1
Cc1ccccc1NC(=O)n1ncc2cc(Cl)ccc21
 : 16 | -5 | -0.4 | -2 | 14 | -1 | 2 | -1
CC(C)NC(=O)c1sc(=S)n2c1[nH]c(=O)c1ccc(C(=O)NCCc3ccc(Cl)cc3)cc12
 : 30 | -2 | 1.2 | 0 | x | 2 | -41 | -5
O=C(NS(=O)(=O)c1ccc(NC(=O)C2CCCO2)cc1)c1ccccc1 (stereo unspecified)
 : 11 | 4 | -0.1 | 6 | -6 | -1 | 18 | x
CCn1cc(C(=O)OCC(=O)Nc2ccc(C(C)C)cc2)c(=O)c2ccc(C)nc21
 : 17 | x | -0.4 | x | 11 | x | x | -24
C[C@H](CO)N1C[C@H](C)[C@H](CN(C)Cc2ccc(C(=O)O)cc2)Oc2ccc(NC(=O)Nc3ccc(C(F)(F)F)cc3)cc2CC1=O
 : -8 | 3[16.7 µM] | -0.6 | 0 | 7 | -4 | 27 | x
O=C(NCCC1CCCCN1S(=O)(=O)c1ccc(F)cc1)C(=O)NC1CCCC1 (stereo unspecified)
 : -28 | x | 0.2 | x | x | x | -13 | 3
COc1ccccc1NS(=O)(=O)c1cccc(NC(=O)C(C)NC(=O)c2ccco2)c1 (stereo unspecified)
 : -7 | 0 | -1.9 | 3 | -10 | -4 | -8 | 0
CC(C)NC(=O)N(C)C[C@@H]1Oc2ccc(NC(=O)C3CCCCC3)cc2C(=O)N([C@H](C)CO)C[C@H]1C
 : 8 | -4[16.7 µM] | 1.3 | -1 | x | -7 | 19 | x
O=C(O)c1cc(-c2cccnc2)nc2ccccc12
 : 6 | -3 | -0.8 | 2 | -2 | -2 | -8 | 1
O=C1c2ccccc2C(=O)N1CCc1nc(-c2cccnc2)no1
 : x | 2 | x | 2 | 17 | -2 | 11 | x
CC(=O)Nc1ccc(C(=O)N2CCCCC2c2cc(C(=O)Nc3cccc(C#N)c3)no2)cc1 (stereo unspecified)
 : -14 | 2 | 5.2 | -7 | 0 | 1 | -6 | 4
CC1/C(=N/O)CC(c2ccccc2)NC1c1ccccc1 (stereo unspecified)
 : x | 1 | x | 0 | 3 | -1 | 4 | x
Cc1ccsc1C(=O)OCC(=O)NCCNC(=O)COC(=O)c1sccc1C
 : 13 | x | -1.7 | 4 | x | -1 | 10 | 1
CCOC(=O)C1=C(COC(=O)[C@H](C)NS(=O)(=O)c2ccc(NC(C)=O)cc2)NC(=O)NC1C (stereo partly specified)
 : -11 | -5 | -2.8 | -2 | 3 | 0 | 1 | 3
Cc1ccc(C)c(C(=O)COC(=O)C(C)N2C(=O)C3C4CCC(C4)C3C2=O)c1 (stereo unspecified)
 : -9 | 8 | -4.6 | 4 | x | 0 | 2 | 0
O=C(Nc1nccs1)C1CC(=O)N(c2ccc(Cl)cc2)C1 (stereo unspecified)
 : 9 | 8 | 1.1 | 1 | 2 | 1 | -2 | x
O=Cc1ccc(C(=O)OCC(=O)NCc2ccco2)cc1
 : -2 | -4 | -1.3 | 1 | 0 | 0 | -2 | -1

Other structures
Under each structure – INS-1E GSIS act | miR122 inh | F508del corr | PglD inh | PGC1a acetyl inh | Cneo AK release | C2C12 statin | FN deposition inh
COc1ccccc1NC(=O)Nc1ccccc1N1CCOCC1
 : 11 | 0 | -0.3 | 2 | x | 1 | 14 | 0
COc1cccc(CNC(=O)c2ccc(N3CCOCC3)c([N+](=O)[O-])c2)c1
 : 0 | -5 | -2.4 | 1 | x | 0 | 16 | 18
COc1ccc2[nH]c(O)c(NC(C)=O)c2c1
 : x | -2 | x | -2 | -9 | -1 | 4 | x
COC(=O)C(NC(C)=O)(Nc1nc2c(C)cc(C)cc2s1)C(F)(F)F (stereo unspecified)
 : -17 | 2 | x | 1 | 1 | -1 | x | x
Cc1ccsc1C(=O)N1CCCC(C)(C(=O)O)C1 (stereo unspecified)
 : 15 | 2 | -1.2 | -1 | 9 | 2 | -8 | 9
O=C1CCCCN1CC(=O)N1CCCC(Nc2ccc(F)c(F)c2)C1 (stereo unspecified)
 : -3 | -2 | -0.2 | -5 | 15 | 0 | -1 | 6
C[C@@H]1CN([C@H](C)CO)C(=O)CCCn2cc(nn2)CO[C@H]1CN(C)Cc1ccc(C(=O)Nc2ccccc2N)cc1
 : 0 | -6[16.7 µM] | -0.4 | 1 | 14 | 4 | 6 | -18
CCn1c(SCC(=O)N2CCCC2)nnc1-c1ccco1
 : 2 | -4 | 1.8 | 5 | -8 | 1 | 0 | -8
CC(=O)N1CCN(c2ccccc2NC(=O)c2cccs2)CC1
 : 23 | 2 | -1.5 | -1 | 4 | 0 | -8 | x
C/C=C/c1ccc([C@@H]2[C@@H](C#N)N(C(=O)Cc3ccccn3)[C@@H]2CO)cc1
 : 4 | x | -2.3 | -6 | 8 | 3 | 11 | -1
CCOc1cc(C(=O)OCC(=O)Nc2cc(C)on2)cc(OCC)c1OCC
 : 76* | 0 | x | -3 | 7 | -2 | 6 | 1
Cc1ccc(N2C(=O)[C@@H]3C(C(=O)CN4C(=O)c5ccccc5C4=O)=NN[C@@H]3C2=O)c(C)c1
 : -9 | 0 | -1.1 | 4 | 6 | -3 | 3 | -6
COc1cccc(CNc2ccc(C(=O)O)cc2)c1OCc1ccccc1
 : 10 | x | -2.3 | x | -16 | x | x | 6
CNC(=S)NNC(=O)CCn1nc(C)c(Br)c1C
 : 25 | -1 | x | -1 | -1 | 1 | 3 | -4
[N-]=[N+]=N[C@@H](CCN1CC[C@H](NC(=O)OCc2ccccc2)CCC1=O)c1ccccc1
 : -36 | x | -1.1 | 2 | x | -2 | -15 | -6
COc1ccccc1-c1cnc2c(c1)C(=O)N([C@H](C)CO)C[C@H](C)[C@H](CN(C)C(=O)c1ccccc1)O2
 : 0 | 8[16.7 µM] | -0.5 | -1 | 2 | 9 | 18 | -11
Cc1ccc(S(=O)(=O)NCC(=O)OCC(=O)c2ccc(Br)s2)cc1
 : x | -2 | x | -1 | 1 | 0 | 5 | x
Cc1ccc(CCNC(=O)c2coc3nc4ccccc4nc23)cc1
 : x | 8 | x | -3 | 0 | 2 | 4 | x
Cc1cc(C)n2c(SCC#N)nnc2n1
 : 18 | -5 | -4.8 | 5 | 3 | -1 | 9 | 12
COc1ccc(S(=O)(=O)Nc2ccc3c(c2)C(=O)N([C@@H](C)CO)C[C@@H](C)[C@@H](CN(C)S(=O)(=O)c2ccc(C)cc2)O3)cc1
 : -7 | 47[16.7 µM] | 0.8 | 0 | -6 | -1 | -22 | x
CC(=O)N(C)C[C@@H]1Oc2cc(C#Cc3ccccc3F)ccc2S(=O)(=O)N([C@H](C)CO)C[C@H]1C
 : -19 | 18[16.7 µM] | 3.2 | 1 | -7 | 1 | 2 | 3

Some of these compounds in order of count of non-hydrogen atoms, lowest first:
Under each structure – INS-1E GSIS act | miR122 inh | F508del corr | PglD inh | PGC1a acetyl inh | Cneo AK release | C2C12 statin | FN deposition inh
Cc1cc(C)n2c(SCC#N)nnc2n1
 : 18 | -5 | -4.8 | 5 | 3 | -1 | 9 | 12
Cc1ccc(CCNC(=O)c2coc3nc4ccccc4nc23)cc1
 : x | 8 | x | -3 | 0 | 2 | 4 | x
COc1cccc(CNC(=O)c2ccc(N3CCOCC3)c([N+](=O)[O-])c2)c1
 : 0 | -5 | -2.4 | 1 | x | 0 | 16 | 18
C[C@@H]1CN([C@H](C)CO)C(=O)CCCn2cc(nn2)CO[C@H]1CN(C)Cc1ccc(C(=O)Nc2ccccc2N)cc1
 : 0 | -6[16.7 µM] | -0.4 | 1 | 14 | 4 | 6 | -18
